Dengue inhibitors = Dengue virus cytopathic effect inhibitors, cell-based, CPE readout, HTS (AID 540333) | Dengue virus CPE inhibition in host cells; hits give high values | 3.1% of 10,000 active | CPE inhibition, % at 20 µM; in the data active means CPE inhibition mostly above about 9.1%, no sharp cut-off; inactive means mostly below about 7.2%
* = called active by the depositor; i = inactive. This is a subset; rates above refer to the full screens.

SMILES	Dengue inhibitors
CCN(c1ccccc1)S(=O)(=O)c1ccc(OC)c(NC(=O)CNCC(C)O)c1 (stereo not drawn)	i
Cc1cc(C)cc(N(C(=O)Cn2nnc(-c3ccccc3)n2)C(C(=O)NC2CCCCC2)c2ccccn2)c1 (stereo not drawn)	2.1
O=[N+]([O-])c1cc(C2Nc3cccc4cccc(c34)N2)ccc1Cl	0.4
Cc1nn(-c2nnc(NCc3ccccc3)nn2)c(C)c1Br	0.2
Cc1ccc(-c2cc(C(=O)NCCCn3ccnc3)c3ccccc3n2)s1	i
COCCCN(C(=S)NC(=O)c1ccc(C(C)(C)C)cc1)c1c(N)n(Cc2ccccc2)c(=O)[nH]c1=O	1.1
C=CCn1c(-c2ccc([N+](=O)[O-])cc2)n[nH]c1=S	i
CCCC(=O)OCCNc1cc(Sc2nccn2C)c2nonc2c1[N+](=O)[O-]	i
O=C(O)C1CCCCC1C(=O)Nc1ccccc1C(=O)N1CCN(c2ccc(F)cc2)CC1 (stereo not drawn)	0.2
Cc1ccc(S(=O)(=O)N2CCCOC2CNC(=O)C(=O)NCc2ccco2)cc1 (stereo not drawn)	0.4
CCc1cccc(CC)c1NC(=S)N1CCn2cccc2C1c1cccnc1 (stereo not drawn)	0.4
O=C(Nc1ccc(F)cc1)c1ccccc1S(=O)(=O)c1ccccc1[N+](=O)[O-]	0.4
CCOc1cccc(C2NC(=S)NC(C)=C2C(=O)Nc2ccccc2)c1 (stereo not drawn)	0.1
Cc1ccc(C(=O)c2cc([N+](=O)[O-])ccc2N2CCCCC2)cc1C	6.5
Cc1ccc(S(=O)(=O)C2C(=O)N(C)C3(C)CC2c2ccccc2O3)cc1 (stereo not drawn)	0.9
C=CCNCCOc1c(C)cc(C)cc1Cl	0.1
O=C(/C=C/c1c[nH]c2ccccc12)c1cccc2ccccc12	2.9
COc1cc(NC(=O)CSc2nc3ccccc3n2-c2ccccc2)c(C)cc1[N+](=O)[O-]	0.2
CCOC(=O)N1CCN(c2ccc(Cl)cc2)CC1	0.7
CN(C)CCCO/N=C(\c1ccccc1)c1ccncc1	0.2
C=CCN(CC=C)C(=S)NC(=O)/C=C/c1ccc(OC)cc1	i
O=[N+]([O-])c1ccc(COc2ccc(-c3[nH]ncc3-c3ccccc3)c(O)c2)cc1	2.9
COc1ccc2nc(C)cc(SCC(=O)N/N=C/c3ccccc3)c2c1	0.1
CC(OC(=O)c1cc2c(ccc3ccccc32)oc1=O)c1nc2ccccc2s1 (stereo not drawn)	4.3
COc1ccc(C(=O)CN2C3=NCCCN3c3ccccc32)cc1OC	2.3

Next section
SMILES	Dengue inhibitors
O=C(Nc1ccccc1Cl)N1CCN(C/C=C/c2ccccc2)CC1	0.1
CCc1ccc[n+](-c2[nH]c(=O)sc2/C=N/NC([S-])=Nc2ccccc2)c1	0.4
O=[N+]([O-])c1cc2oc3c(c2c(C=NCc2ccncc2)c1O)CCCC3	1.1
Cc1cc(C)c2c(N=NN3CCCCC3)[nH]nc2n1	1.6
CCOc1ccc(OCCOCCOc2ccccc2Cl)cc1	0.4
CCOC(=O)COc1ccc2ccccc2c1/C=C/[N+](=O)[O-]	i
C/C(=N/NC(=O)Cc1c(C)[nH][nH]c1=O)c1ccc(O)cc1	i
CCOC(=O)c1cc(NC(=O)Nc2nc3ccccc3s2)c(C)nc1C	i
O=C(/C=C/c1cccc([N+](=O)[O-])c1)c1ccc2c(c1)OCCO2	0.2
CCOCCSc1nc2c(c(-c3cccs3)c1C#N)CC/C2=C/c1cccs1	0.9
O=C(N/N=C\c1ccc(-c2ccccc2[N+](=O)[O-])o1)C1COc2ccccc2O1 (stereo not drawn)	0.3
CCOC(=O)c1ccc(-c2c(-c3ccccc3OC)sc3cc4c(cc23)OCO4)cc1F	5.9
CCOC(=O)/C(=C\c1cccc(O)c1)c1nc2sc(C)c(C)c2c(=O)[nH]1	i
C[C@@]12CCC[C@@](C)(C(=O)O)C1CC[C@@]13C[C@@H](NCc4ccccc4)[C@@](C)(CCC12)C3 (stereo partly drawn)	5.3
CCOc1ccc(Br)cc1S(=O)(=O)Nc1ccc(NC(=O)c2ccccc2C)cc1	1.9
Oc1ccc(-c2nc3ccc4ccccc4c3c3c2CCC3)cc1O	i
CC(=O)Nc1ccc(/C(C)=N/Nc2nc(Nc3cccc4ccccc34)nc(N3CCOCC3)n2)cc1	i
NC(=O)CC1Nc2cccc3cccc(c23)NC1=O (stereo not drawn)	i
CCCc1[nH]n(-c2ccc(F)cc2)c(=O)c1C=Nc1cccc(F)c1	1.4
CCN(CC)c1ccc(C(=O)OCC(=O)Nc2cccc(S(=O)(=O)NC3=NCCCCC3)c2)cc1	1.0
S=c1[nH]nc(COc2ccccc2)n1/N=C/c1cccs1	i
Cc1cc(C)nc(NS(=O)(=O)c2ccc(NC(=O)CSc3nc4ccccc4[nH]3)cc2)n1	i
CC(=O)Nc1cc(C(=O)N2CCc3ccccc3C2)ccc1Sc1ccc(C)cc1	1.2
CCOC(=O)c1c(NC(=O)CSc2ncnc3ccccc23)sc(C)c1C	2.8
CCCCCCCCCS(=O)(=O)Nc1cc(C)ccn1	0.7

Already shown: four of the compounds above.
SMILES	Dengue inhibitors
O=C(Nc1ccccc1Cl)N1CCN(C/C=C/c2ccccc2)CC1	0.1
CCc1ccc[n+](-c2[nH]c(=O)sc2/C=N/NC([S-])=Nc2ccccc2)c1	0.4
O=[N+]([O-])c1cc2oc3c(c2c(C=NCc2ccncc2)c1O)CCCC3	1.1
Cc1cc(C)c2c(N=NN3CCCCC3)[nH]nc2n1	1.6

3 records picked at random from those above, as already listed:
SMILES	Dengue inhibitors
CCOC(=O)COc1ccc2ccccc2c1/C=C/[N+](=O)[O-]	i
S=c1[nH]nc(COc2ccccc2)n1/N=C/c1cccs1	i
CCN(CC)c1ccc(C(=O)OCC(=O)Nc2cccc(S(=O)(=O)NC3=NCCCCC3)c2)cc1	1.0

Returning to the listing; the 2 compounds before the break are reprinted first.
SMILES	Dengue inhibitors
CCOC(=O)c1c(NC(=O)CSc2ncnc3ccccc23)sc(C)c1C	2.8
CCCCCCCCCS(=O)(=O)Nc1cc(C)ccn1	0.7
CCn1cc(Cl)c(C(=O)N2N=C(c3ccc4ccccc4c3)CC2c2ccccc2O)n1 (stereo not drawn)	10.0*
N/C(Cc1ccc([N+](=O)[O-])cc1)=N\OC(=O)c1ccc(Br)o1	0.2
CC(=O)c1ccc(NC(=S)N2CC(C)CC(C)C2)cc1 (stereo not drawn)	i
c1ccc(CSCc2nc3ccccc3[nH]2)cc1	i
COc1ccc(-c2cc(C(=O)OC(C)C(=O)Nc3c(C)n(C)n(-c4ccccc4)c3=O)c3ccccc3n2)cc1 (stereo not drawn)	1.4
O=C(c1ccccc1NS(=O)(=O)c1ccccc1[N+](=O)[O-])N1CCOCC1	i
CN(c1ccccc1)S(=O)(=O)c1cccc(NC(=O)Cn2cnc3c2c(=O)n(C)c(=O)n3C)c1	i
O=C(Cc1cccc2ccccc12)NN1C(=O)C2C(C1=O)C1C=CC2C12CC2 (stereo not drawn)	i
CCN(CC)CCNC(=S)Nc1ccc(Cl)cc1	0.3
COc1ccccc1OCCOCCOc1ccccc1Cl	i
Nc1nccnc1C(=O)OCC(=O)Nc1cccc(S(=O)(=O)N2CCCCC2)c1	i
COC(=O)c1ccc2[nH]c(C3(O)CCCCC3)c(C)c2c1	3.3
CC(=O)c1c(C)[nH]c(C(=O)COC(=O)c2cccc(S(=O)(=O)N(C)c3ccccc3)c2)c1C	1.6
OCC[C@@H]1C[C@H](O)[C@@H](O)[C@@]2(OCCc3ccccc32)O1	i
COc1ccccc1CCNC(=O)C(=O)NCC1OCCN1S(=O)(=O)c1ccc(Br)cc1 (stereo not drawn)	0.1
Cc1ccc(-c2csc(N3CCN(c4cc5c(cc4Cl)nc(-c4ccncc4)n5CCN4CCCCC4)CC3)n2)cc1	0.1
CCN1CCS/C1=C/C=C/C1=[N+](CC)CCS1	0.1
O=C(CCN1C(=O)/C(=C/c2cccs2)SC1=S)NC1=NCCS1	0.1
COc1ccc(S(=O)(=O)N2CCOC2CNC(=O)C(=O)NCCc2ccc(OC)c(OC)c2)cc1 (stereo not drawn)	i
COc1ccc(Nc2nc(-c3cccc([N+](=O)[O-])c3)nc3ccccc23)c(OC)c1	0.5
CC(C)CN(CC(C)C)CC(O)COc1ccccc1Br (stereo not drawn)	3.3
O=C(COc1ccccc1)NC(=S)N1CCc2ccccc21	i
COc1cccc2c(SCC(=O)N/N=C/c3ccccc3)cc(C)nc12	1.6
CCc1nccn1-c1cc(C(C)(C)C)nc2c(-c3ccc(Cl)cc3)cnn12	2.0
Cc1ccc(CNC(=O)c2ccc3c(c2)S(=O)(=O)c2ccccc2C3=O)o1	i

(cont.)
SMILES	Dengue inhibitors
Oc1ccc(Br)cc1-c1ccn[nH]1	0.3
Nc1n[nH]c(N)c1N=Nc1ccc(Cl)cc1	4.0
CCOc1ccc2c(=O)c(-c3ccc4c(c3)OCCCO4)c(C)oc2c1	1.1
O=C1C(Cl)=C(Nc2ccccc2O)C(=O)N1CCc1ccccc1	0.2
COC(=O)c1c(-c2ccccc2OC)sc2ccc(OC)cc12	i
Cc1cccc(C)c1NC(=O)COC(=O)c1ccc(N2CCCC2)c([N+](=O)[O-])c1	2.6
CCCCOC(=O)NC1(C)CCS(=O)(=O)C1 (stereo not drawn)	i
COc1ccc(-c2nnc(Nc3ccc(CC(N)=O)cc3)c3ccccc23)cc1	2.4
CCCCNC(=O)C12CCC(C)(C(=O)C1Br)C2(C)C (stereo not drawn)	i
C/C(=N\NC(=O)c1cc(Cl)ccc1O)c1ccc(Br)s1	i
CCOc1ccc(NS(=O)(=O)c2cc(NC(=O)CCS(=O)(=O)c3ccc(C)cc3)ccc2OC)cc1	0.2
CCN(C(=S)Nc1cccc(C)c1)c1ccccc1	0.8
Cc1cc(Br)c(NC(=O)CCl)c(Br)c1	9.1
CCc1c(C)sc(NC(=O)C2CC2)c1C(=O)OC(C)C	0.7
CCOC1OC(=O)C(Cl)=C1Nc1ccc(C)cc1C (stereo not drawn)	0.4
O=C(CS(=O)CC(=O)N(c1ccccc1)C(C(=O)NC1CCCCC1)c1ccco1)Nc1ccc(F)cc1 (stereo not drawn)	0.0
CCOC(=O)N1CCN(CC(O)COc2ccc(OC)cc2C(C)(C)C)CC1 (stereo not drawn)	i
CN(C)c1ccc(N2C(=O)CSC2=S)cc1	i
COCCCNC(=S)N(Cc1ccccc1)Cc1ccccc1	0.6
Clc1cccc(CN2CCCCCCC2)c1Cl	1.1
CN(C)c1ccc(/C=C/C(=O)c2ccc(C(C)(C)C)cc2)cc1[N+](=O)[O-]	i
O=C1CN(C(=O)c2cc([N+](=O)[O-])ccc2Cl)C(c2ccc(F)cc2)c2cc(F)ccc2N1 (stereo not drawn)	0.1
Cc1cccc(NC(=O)CCC(=O)OCc2ccc(Br)cc2)c1	0.4
CCOc1ccc(N(CC(=O)Nc2cccc(N(C)S(C)(=O)=O)c2)S(=O)(=O)c2ccccc2)cc1	0.4
Cc1c(NC(=O)c2ccccc2)cccc1[N+](=O)[O-]	i

New compounds follow
SMILES	Dengue inhibitors
O=C(Cn1c(=O)c(=O)n(Cc2ccccc2)c2ccc(Cl)cc21)Nc1cccc(F)c1	1.2
Cc1ccc(NP(=O)(c2ccc(N(C)C)cc2NC(=O)c2cccs2)N2CCOCC2)cc1Cl (stereo not drawn)	28.7*
O=C(COC(=O)Cn1cnc2ccccc2c1=O)NCC12CC3CC(CC(C3)C1)C2	0.0
O=C1CCN(C(=O)c2cccs2)c2ccccc21	0.8
COC(=O)N1N=C(c2ccc(Br)cc2)CC1(O)C(F)(F)F (stereo not drawn)	i
O=C(NCc1ccc2c(c1)OCO2)c1ccc(CSCc2cccc(Cl)c2)o1	0.6
CCOC(=O)C1CCCN(C(=O)/C=C/c2ccccc2[N+](=O)[O-])C1 (stereo not drawn)	i
CS/C(=N\S(=O)(=O)c1cccs1)Nc1cccc(Cl)c1C	i
CCOc1ccccc1C(=O)Nc1ccccc1-c1ccccc1	2.9
Cc1ccccc1-n1c(SCC(=O)c2c(N)n(C)c(=O)n(C)c2=O)nc2sc3c(c2c1=O)CCCC3	1.7
CCOC(=O)c1cc2[nH]c3ccccc3c2[n+](-c2ccc([N+](=O)[O-])cc2)c1C	4.2
CCOC(=O)c1cccc(NC(=O)c2ccc(N(C)C)cc2)c1	0.0
Cc1ccc(-c2cc(C(=O)Nc3ccc(S(=O)(=O)Nc4ncccn4)cc3)c3ccccc3n2)cc1	i
Cc1cc([N+](=O)[O-])ccc1NC(=O)Cc1ccc(F)cc1	0.3
Cc1cccc(OCC(=O)N2CCOCC2)c1	0.3
COc1ccc(NC(=O)/C(=C/c2cccnc2)NC(=O)c2cccs2)cc1	0.8
CCOC(=O)C1=C(C)NC(=O)C1CC(=O)O (stereo not drawn)	i
COC(=O)c1ccc(OS(=O)(=O)c2ccc(NC(C)=O)cc2)cc1	0.4
COc1ccc(C=O)cc1COc1ccccc1F	0.3
COC(=O)C1C/C(=N\NS(=O)(=O)c2ccc(C)cc2)c2ccsc2C1 (stereo not drawn)	0.4
N#Cc1nc(-c2cccc3ccccc23)oc1N	i
CCOC(=O)/C=c1\s/c(=C\c2ccc(C)cc2)c(=O)n1CC(=O)NCc1ccco1	0.0
O=C(O)c1cccc(-c2nc3ccccc3[nH]2)c1	0.3
COc1cccc(/C=N/NC(=O)c2cc3c(OC)cccc3[nH]2)c1OC	0.1
Cc1c(Cl)c([N+](=O)[O-])nn1CC(=O)N1CCCc2ccccc21	0.3
C#CC[N+](C)(C)CCCCCCCCCC	i
C=CCNC(=O)c1onc(CSc2ccccc2)c1C(=O)NCC=C	0.5
COc1cc(C)ccc1OCCCCOc1ccccc1C(C)=O	2.8
COc1cc(NC(=O)COC(=O)CNC(=O)c2ccc(Cl)cc2)c(C)cc1[N+](=O)[O-]	0.2
COc1ccc(C(=O)NCc2ccc3c(c2)OCO3)cc1S(=O)(=O)N(C)Cc1ccccc1	i

Structures above containing a cyano group, in the order listed:
SMILES	Dengue inhibitors
CCOCCSc1nc2c(c(-c3cccs3)c1C#N)CC/C2=C/c1cccs1	0.9
N#Cc1nc(-c2cccc3ccccc23)oc1N	i

High-throughput results deposited in PubChem BioAssay by Southern Research Specialized Biocontainment Screening Center.
